# Lipid storage S3 = qHTS Assay for Lipid Storage Modulators in Drosophila S3 Cells; 0.64% of 320,000 active; Drosophila S3 cells, BODIPY lipid droplet fluorescence, 18-24 h; cells fed with added oleic acid; lipid storage change, negative = inhibition, % at the top dose, mostly 46.1 µM; hits show Potency in µM; active = well fitted inhibition curve with a large enough effect in the signal ratio, with a control signal flat, not every such curve was filed as active; inconclusive = small, poorly fitted or top-dose-only effect, or effect the other way, or a change in a side signal; the % refers to the signal ratio
#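 Laser-scanning cytometry quantifies lipid droplet accumulation (500–530 nm total intensity; droplet/cell object ratio) in oleic acid-fed (400 uM added) Drosophila S3 cells treated with a concentration series. 20 uM Triacsin C defined 100% inhibition.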
# Lipid storage S3 cell count max = recorded beside Lipid storage S3, whose call it bears; cell number change, %; measured here: cell count max response;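 cells counted by Cell Tracker Red CMTPX staining in the red channel; peak over a dose series mostly up to 46.1 µM; percent activity relative to internal control wells on each plate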
# * = called active by the depositor; i = inactive; ? = inconclusive; . = no result given. % is set by controls: 0 for no effect and ±100 for the full control effect; potency is the fitted concentration of half-maximal effect. An excerpt (hit frequency here may not be typical).
# Screens in order: Lipid storage S3 cell count max	Lipid storage S3
1) O=C(CN(C(=O)CNC(=O)c1cccs1)c1ccc2c(c1)OCCO2)NC1CCCC1
    .	?
2) CCN1CCN(c2c(C(=O)c3ccc(OC)cc3)cnc3ccccc23)CC1
    -15.6	-0.1%
3) Cc1cccc(N2CCN(C(=O)c3cnn4c(C(F)F)cc(-c5ccccc5)nc34)CC2)c1C
    .	?
4) COc1ccc(N(CC(=O)NCCc2ccccc2)C(=O)CCC(=O)Nc2nccs2)cc1
    .	?
5) COc1ccc(NC(=O)/C(C#N)=C/c2ccc(Sc3nncn3C)c([N+](=O)[O-])c2)cc1
    .	?
6) O=C(NCCN1C(=O)S/C(=C\c2cccnc2)C1=O)c1cccc(OC(F)F)c1
    .	?
7) COc1ccc(CN2CCN(C(=O)c3ccc(S(=O)(=O)NCc4ccco4)cc3)CC2)cc1
    .	?
8) O=C(Nc1cc(Cl)ccc1O)c1cc(-c2ccco2)on1
    .	?
9) COc1ccc(NC(=O)COc2ccc(C(=O)OCC(=O)N(C(C)C)C(C)C)cc2OC)cc1
    .	?
10) CCOC(=O)c1ccc(S(=O)(=O)NNC(=O)COc2cccc(C)c2)cc1
    .	?
11) CC(=O)c1ccc(NC(=O)COc2ccc3c(c2)OCO3)cc1
    .	?
12) COc1ccc(-c2nc(N)nc(C(F)(F)F)c2-c2ccccc2OC)c(O)c1
    -3.6	7.7%
13) COc1cc2c3c(c1)C(C)CC(C)(C)N3C(=O)C2=O (centres undefined)
    .	?
14) CSc1ccc(-c2nnn(Cc3ccc(Br)cc3)n2)cc1
    .	i
15) CCOC(=O)C(C)(C)Sc1ncnc2nc[nH]c12
    5.1	7.8%
16) CCNC(=O)COC(=O)c1[nH]c(C)c(C(=O)OC)c1C
    26.7	-3.3%
17) COc1cc(C(=O)N/N=C/c2coc3ccc(Cl)cc3c2=O)ccc1O
    -1.0	-7.2%

# Six compounds out of the list, ordered by heavy-atom count, lowest first.
# Screens in order: Lipid storage S3 cell count max	Lipid storage S3
17) COc1cc(C(=O)N/N=C/c2coc3ccc(Cl)cc3c2=O)ccc1O
    -1.0	-7.2%
10) CCOC(=O)c1ccc(S(=O)(=O)NNC(=O)COc2cccc(C)c2)cc1
    .	?
2) CCN1CCN(c2c(C(=O)c3ccc(OC)cc3)cnc3ccccc23)CC1
    -15.6	-0.1%
6) O=C(NCCN1C(=O)S/C(=C\c2cccnc2)C1=O)c1cccc(OC(F)F)c1
    .	?
1) O=C(CN(C(=O)CNC(=O)c1cccs1)c1ccc2c(c1)OCCO2)NC1CCCC1
    .	?
7) COc1ccc(CN2CCN(C(=O)c3ccc(S(=O)(=O)NCc4ccco4)cc3)CC2)cc1
    .	?

# 2 entries picked at random from those above:
# Screens in order: Lipid storage S3 cell count max	Lipid storage S3
8) O=C(Nc1cc(Cl)ccc1O)c1cc(-c2ccco2)on1
    .	?
16) CCNC(=O)COC(=O)c1[nH]c(C)c(C(=O)OC)c1C
    26.7	-3.3%

# Bioassay records (PubChem BioAssay)
